Compound activity (PubChem)
OXTR potentiator: human OXTR potentiation | P30559 | CHO-OTR cells, Fluo-8 calcium fluorescence, potentiator mode; 0% = oxytocin EC15, 100% = EC100 | activation, % at 3 µM | 0.061% of 320,000 active;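 active means activation above that plate's cutoff, the mean activation of tested compounds plus 3 SD, cut at about 6.6% in these data, passing the limit was not always enough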;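 further: 100% uses oxytocin at 75 nM as the full agonist control; some results filed as inactive read as strong as hits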
Target sequence (P30559 whole entry, looked up): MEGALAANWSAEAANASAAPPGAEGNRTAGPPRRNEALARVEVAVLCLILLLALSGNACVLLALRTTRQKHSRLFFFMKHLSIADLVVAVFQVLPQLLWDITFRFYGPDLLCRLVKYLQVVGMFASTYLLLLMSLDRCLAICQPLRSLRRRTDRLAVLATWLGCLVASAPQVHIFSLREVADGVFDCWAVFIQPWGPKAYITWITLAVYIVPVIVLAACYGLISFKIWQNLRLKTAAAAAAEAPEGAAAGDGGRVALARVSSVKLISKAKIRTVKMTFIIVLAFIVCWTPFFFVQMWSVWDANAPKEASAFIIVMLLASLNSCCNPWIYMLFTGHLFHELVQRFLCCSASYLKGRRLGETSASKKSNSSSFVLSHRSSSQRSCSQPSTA
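Material: human OTR in CHO cells. Compound: 3.0 µM, one dose. Timing: compound 6 min at room temperature before oxytocin, 100 s read. Evaluation: % activation of max/min ratio relative to oxytocin controls. Replication: single well per compound, singlicate. Signal: Fluo-8 calcium dye fluorescence.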
CHRM1 agonist: activates human CHRM1 receptor; CHO-K1 hM1, Fluo-8 calcium fluorescence, agonist mode; 0% DMSO, 100% acetylcholine EC100; AID 588814; 0.33% of 360,000 active; activation, % at 3 µM; P11229;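 active means activation above the run's mean compound activation plus 3 SD, cut at about 16% in these data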;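 further: peak over basal fluorescence ratio within a 140 s kinetic read after compound addition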
CHO-K1 Ca antag: M1 antagonist counterscreen hit in parental CHO-K1 cells; ATP-induced calcium, Fluo-8 fluorescence; inhibition, % at 3 µM; 0.6% of 360,000 active; AID 602250;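 active means inhibition above a per-plate cutoff, the plate's mean sample inhibition plus 3 SD, cut at about 24% in these data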;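 further: 0% = DMSO plus EC80 ATP and 100% = DMSO alone without ATP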
TAAR1 antagonist: antagonists of human TAAR1; CHO RD-HGA16 TAAR1, Fluo-8 calcium fluorescence, antagonist; 1.5% of 360,000 active; Q96RJ0; inhibition, % at 3 µM;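 active means inhibition above a per-plate cutoff, the mean inhibition of test compounds on that plate plus 3 SD, cut at about 49% in these data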;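 further: 0% = DMSO plus EC80 beta-PEA response and 100% = DMSO alone without agonist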
Target sequence (Q96RJ0 whole entry, looked up): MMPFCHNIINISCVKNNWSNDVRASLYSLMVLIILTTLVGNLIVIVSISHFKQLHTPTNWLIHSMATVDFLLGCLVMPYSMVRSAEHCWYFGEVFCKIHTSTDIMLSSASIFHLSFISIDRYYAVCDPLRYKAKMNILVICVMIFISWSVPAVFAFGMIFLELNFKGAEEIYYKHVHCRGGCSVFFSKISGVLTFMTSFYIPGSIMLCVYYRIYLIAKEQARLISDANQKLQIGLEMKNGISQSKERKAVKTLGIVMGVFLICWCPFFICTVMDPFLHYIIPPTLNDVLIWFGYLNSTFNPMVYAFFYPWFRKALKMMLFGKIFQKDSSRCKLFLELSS
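Assay system: CHO-derived RD-HGA16 cells stably expressing human TAAR1 plus Gα16. Timing: 140 s kinetic read after compound, 140 s after agonist. Technique: kinetic Fluo-8 calcium fluorescence measurement. Measure: % inhibition of agonist calcium response.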
TAAR1 ag: human TAAR1 agonism. CHO RD-HGA16 TAAR1, Fluo-8 calcium fluorescence; vehicle wells 0%, saturating PEA agonist 100%. AID 624467. activation, % at 3 µM. 0.99% of 360,000 active. Q96RJ0;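 active means activation above the mean activation of all test compounds in the run plus 3 SD, cut at about 38% in these data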
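Test system: RD-HGA16 (CHO) cells co-expressing Gα16 and hTAAR1; dosing: one-point dosing at 3 µM (nominal); timing: 17-24 h seeding, 75 min 37 °C dye, 30 min RT; signal: kinetic Fluo-8 calcium fluorescence; read-out basis: % activation relative to PEA EC100 response; controls: DMSO and PEA EC100; replicates: n 1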
M1 antag: blocks human M1 muscarinic receptor; AID 588852; inhibition, % at 3 µM; CHO-K1 hM1, Fluo-8 calcium fluorescence, ACh EC80 antagonist; 1.3% of 360,000 active; P11229;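 active means percent inhibition above its own plate's cutoff, namely the mean of that plate's compound wells plus 3 SD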;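 further: peak over basal fluorescence ratio during 140 s after agonist addition; 0% = ACh EC80 plus DMSO and 100% = DMSO alone without agonist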
CHO parental Ca: counter-screen for OX1R antagonists: effect in parental CHO cells | 0.63% of 330,000 active | inhibition, % at 5.6 µM | parental CHO-K1, ATP-induced calcium, Fluo-8 fluorescence;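 active means inhibition above that plate's mean sample inhibition plus 3 SD, cut at about 26% in these data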;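 further: 0% = ATP-challenged DMSO wells and 100% = DMSO wells without ATP; some compounds past the cut are filed as inactive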
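Material: parental CHO cells / Compound: single nominal dose of 5.6 µM per compound / Signal: Fluo-8 fluorescence / Replicates: singlicate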
CHO-K1 Ca PAM: M1 PAM counterscreen hit in parental CHO-K1 cells | ATP EC20, Fluo-8 calcium fluorescence; 0% at ATP EC20, 100% at ATP max | activation, % at 3 µM | 0.02% of 360,000 active | AID 602247;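 active means activation above the run cutoff, the mean activation of all test compounds plus 3 SD, cut at about 40% in these data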;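 further: peak over basal fluorescence ratio in a 140 s read after ATP addition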
CHO-K1 Ca ag: nonselective activator or artifact in parental CHO-K1 cells. 0.48% of 360,000 active. activation, % at 3 µM. Fluo-8 calcium fluorescence; scaled to maximal ATP response, vehicle zero; in the data active means activation above about 15%;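 further: untransfected CHO-K1 host cells lacking M1 receptor as counterscreen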
Starred values were filed as active, the others as inactive; nt = not tested or not shown.

SMILES | OXTR potentiator | CHRM1 agonist | CHO-K1 Ca antag | TAAR1 antagonist | TAAR1 ag | M1 antag | CHO parental Ca | CHO-K1 Ca PAM | CHO-K1 Ca ag
CCOC(=O)c1[nH]c(C)c(C(=O)NC2CCCC2)c1C | -1 | -5 | -16 | -17 | 1 | -3 | 2 | 25 | 0.0
COc1ccc(-c2[nH]ncc2N=Nc2cc(C)cc(C)c2)cc1 | -9 | -6 | -1 | 7 | 6 | 11 | 23 | 4 | -0.6
Cc1ccc(CCNC(=O)C2CCC(=O)N(Cc3cccc(F)c3)C2)cc1 (stereo not given) | -7 | -3 | -6 | 4 | 0 | -6 | -3 | 5 | 1.0
COc1ccc(C(C(=O)NC2CCCCC2)N(C(=O)c2ccco2)c2ccccc2OC)cc1 (stereo not given) | -9 | -3 | -4 | -4 | 9 | -5 | -24 | 11 | 0.6
Cn1c(=O)c2cc(NC(=S)NC3CCCCC3)ccc2n1C/C=C/c1ccccc1 | nt | -6 | 8 | -2 | 2 | -6 | nt | -12 | 0.8
CCCCCCCCOC(=O)C(NC(=O)CCC(=O)Nc1ccc(S(N)(=O)=O)cc1)C(O)c1ccccc1 (stereo not given) | -21 | -4 | -13 | -10 | 13 | -14 | 27 | 19 | 0.4
CCCn1c(SCC(=O)Nc2cc(C)on2)nc2c1c(=O)n(C)c(=O)n2C | 0 | 0 | -10 | -5 | 20 | -11 | 2 | 4 | -0.1
O=C(CN(CCc1ccccc1)S(=O)(=O)c1ccc(Br)cc1)N/N=C/c1ccccc1C(=O)O | -12 | -3 | 19 | -2 | 4 | 7 | -18 | -15 | -0.1
Cc1[nH]n(-c2ccc([N+](=O)[O-])cc2)c(=O)c1/C=N/N1CCOCC1 | -11 | 0 | 19 | -4 | -1 | 1 | -14 | -11 | -0.4
CCc1ccc(Oc2cc(Cl)nc(N)n2)cc1 | -6 | -11 | -7 | -25 | -2 | -4 | -7 | 18 | 0.2
O=C(NNC(=O)c1ccccc1-n1cccc1)c1ccc(Cl)cc1 | -5 | -1 | -5 | -4 | -1 | -19 | -9 | 12 | -0.1
COc1cccc2c1OCC(CN1CCN(CCC(C)C)C(CCO)C1)=C2 (stereo not given) | 1 | -7 | -28 | -26 | 1 | 11 | -27 | 4 | 1.7
Cc1sc2nc(CSc3ccccc3)nc(N3CCC(C(N)=O)CC3)c2c1C | -7 | -4 | -13 | -7 | 6 | 12 | -23 | 22 | 2.8
O=C(CN1C(=O)c2ccccc2S1(=O)=O)Nc1ncc(Cl)cc1Cl | -2 | -4 | -7 | -14 | 3 | 4 | -25 | -5 | 0.5
Cn1c(=O)[nH]c(=O)c2c1nc(N1CCCCC1)n2CCSc1ncccn1 | 1 | -6 | -12 | -3 | -1 | -11 | -8 | 27 | 3.3
O=C(CN1CCN(CC(=O)Nc2ccccn2)CC1)Nc1ccccn1 | -8 | -4 | -6 | -5 | 12 | -5 | -24 | 19 | 0.8
Cc1ccc2nc(SCC(=O)Nc3cc(C(F)(F)F)ccc3N3CCOCC3)[nH]c2c1 | -7 | -2 | -5 | -14 | 1 | -16 | -12 | 14 | 0.8
O=C(CSc1ccc(S(=O)(=O)N2CCOCC2)cn1)Nc1ccc(F)c(F)c1 | -13 | 0 | 10 | 14 | 15 | 39* | -4 | -19 | 10
COCCCn1c(=O)c2sccc2n(Cc2cccc(F)c2)c1=O | 5 | 3 | -5 | -1 | 4 | -17 | -8 | 3 | 1.1
C=CCN1C(=O)C(CC(=O)O)SC1=Nc1ccc(N=Nc2ccccc2)cc1 (stereo not given) | -9 | 3 | -4 | 4 | 6 | -15 | -1 | -12 | 0.3
Cc1ccc(C(=O)C(C)Oc2ccc3ccc(=O)oc3c2)cc1 (stereo not given) | -5 | -6 | -12 | -3 | -1 | -14 | -7 | 11 | 0.5
C=C(C)CNC(=S)/N=c1\scc(C)n1CC | -3 | -4 | -12 | -22 | 13 | -12 | -3 | 22 | 0.5
CC(C)(C)C(=O)[C@@H]1[C@@H]2C(=O)N(c3ccc4c(c3)OCCO4)C(=O)[C@@H]2C2c3ccccc3C=CN21 (stereo not given in full) | -21 | -5 | -22 | -12 | 11 | -8 | -14 | 14 | -0.4
COc1cc(/C=C/C(=O)OCC(=O)Nc2oc(C)c3c(C)n[nH]c(=O)c23)ccc1OC(F)F | -5 | -2 | 19 | 25 | 3 | -23 | -11 | -22 | -0.3
O=C(Cc1ccc(NC(=O)C2CCN(C(=O)C3CCCCC3)CC2)cc1)Nc1ccc(C(=O)N2CCOCC2)cc1 | nt | -6 | -8 | -26 | 0 | -13 | nt | 23 | 0.6
C=CCOc1ccccc1CN1CCC(Cc2ccccc2)CC1 | 0 | -8 | -11 | 4 | 6 | 19 | -15 | 21 | 2.2
COc1ccc(S(=O)(=O)N(C)CC(=O)NCc2ccc3c(c2)OCO3)cc1 | -10 | -6 | 0 | 0 | 2 | 2 | -18 | -2 | 0.4
C=C(C)c1cccc(C(C)(C)NC(=O)NC2CC(C)(C)NC(C)(C)C2)c1 | -1 | -10 | -6 | -22 | 1 | -6 | -9 | 4 | 3.7
CCN1C(=O)c2cccc3c(NC(=O)C4CCCCC4)ccc1c23 | 2 | 1 | -19 | -2 | 6 | -8 | -19 | 9 | 2.9
COc1ccc(/C=N/Nc2cc(OC)ncn2)cc1 | 0 | -7 | -13 | -8 | 0 | -10 | 0 | 22 | 0.8
CC(=O)NCCNc1nc2cc(-c3ccc(Cl)cc3C)sc2c(=O)n1C | nt | -3 | 0 | -9 | 1 | -19 | nt | 4 | 0.5
CC(NC(=S)Nc1ccc(Cl)cc1)C(c1ccccc1)N1CCOCC1 (stereo not given) | -10 | -8 | 8 | -23 | 1 | -12 | -12 | -1 | 0.4
Cc1cc(C(=O)OCC(=O)Nc2ccc(S(N)(=O)=O)cc2)c2ccccc2n1 | -10 | -2 | 9 | -1 | 0 | 19 | 0 | -13 | -0.3
Fc1ccc(C2=Nc3cccc4cccc(c34)N2)cc1 | -18 | -6 | 11 | 5 | 5 | -7 | 3 | -11 | 0.3
O=C(NCc1ccc2c(c1)OCO2)c1cccs1 | -2 | -6 | -9 | 11 | 8 | -10 | 2 | 21 | 0.7
O=[N+]([O-])c1ccccc1COc1ccc(Cl)c2cccnc12 | -15 | -7 | 0 | -5 | -1 | 1 | -2 | -8 | -0.3
CCOC(=O)CC1C(=O)NCCN1S(=O)(=O)c1ccc(Cl)c(Cl)c1 (stereo not given) | -12 | -1 | -6 | -13 | 4 | -8 | -8 | -15 | 0.1
Cn1c(SCC(=O)N2CCOCC2)nnc1-c1cccc(NC(=O)c2ccccc2)c1 | -13 | -2 | 18 | -25 | 3 | 16 | 4 | -9 | -0.1
O=C(CN1CCN(c2ccc(F)cc2)CC1)NCc1cccs1 | -1 | -5 | 1 | -7 | 1 | -7 | -14 | 7 | 0.0
CCCC(=O)Nc1ccc2oc(=O)ccc2c1 | 3 | -3 | 4 | -24 | 3 | 18 | -1 | -10 | -0.1
COCCn1nnnc1C(C(C)C)N1CCC(Cc2ccccc2)CC1 (stereo not given) | 4 | -8 | -21 | -3 | 2 | -13 | -19 | 15 | 1.3
CCOC(=O)c1csc(-c2ccc([N+](=O)[O-])cc2)n1 | -22 | -7 | -7 | -15 | 0 | -6 | -5 | 27 | 0.0
CC1Cc2ccccc2N1C(=O)CN1CCN(S(=O)(=O)c2cccs2)CC1 (stereo not given) | -5 | -1 | -8 | 15 | 1 | -7 | -7 | 21 | 1.9
Cc1[nH]c2ccccc2c1C(=O)COC(=O)c1ccc2c(=O)n3c(nc2c1)CCC3 | -7 | -1 | -10 | -28 | 7 | -10 | -10 | 10 | 0.8
COc1ccc(CNC(=O)COC(=O)c2ccccn2)cc1 | 3 | -2 | -11 | 14 | 0 | 2 | -13 | -3 | 0.8
COc1cc(C(=O)NCC(=O)Nc2ccc(F)c(F)c2)ccc1OCC(=O)N1CCOCC1 | -11 | 0 | 7 | -18 | 2 | -11 | -14 | -27 | 0.2
CCC1Oc2ccccc2N(CC(=O)N2CCOCC2)C1=O (stereo not given) | -8 | -3 | -17 | 8 | 1 | -3 | -3 | 15 | 1.8
COc1ccc(Br)cc1C(=O)Nc1cccc(C)c1C | -1 | -3 | -8 | -13 | 4 | -15 | -9 | 21 | 0.6
O=C(Cn1ccc2ccccc2c1=O)NCC(=O)N1CCN(c2ccccc2F)CC1 | -1 | -4 | -15 | -13 | -4 | -8 | -11 | 18 | 3.9
O=C(Cn1c(N2CCN(c3ccccc3)CC2)nc2ccccc21)c1ccccc1 | -6 | -3 | -11 | -3 | 6 | -22 | -24 | 14 | 0.2
CCNC(=O)C1(C)CCN(C(=O)c2cc(C)oc2C)C1 (stereo not given) | nt | -2 | -10 | -19 | 3 | -9 | nt | 9 | 0.0
O=C(NCc1ccco1)c1cccc(N2CCCC2=O)c1 | -8 | -3 | -7 | -7 | 1 | -3 | -3 | 0 | 0.1
CCOc1ccc(NC(=O)CN(C)C(=O)c2ccc(N3CCCCCC3)c([N+](=O)[O-])c2)cc1OCC | -8 | -5 | 12 | -9 | 1 | -1 | -39 | -15 | -0.7
Cc1cc(C)cc(NC(=O)C2(c3ccccc3)CC2(Cl)Cl)c1 (stereo not given) | -24 | -5 | 2 | 20 | 30 | 6 | -25 | -2 | 0.0
O=C(COC(=O)c1cc2ccccc2o1)c1ccccc1 | 5 | -4 | -5 | 7 | 1 | -19 | -12 | 3 | 0.2
CC(=O)Nc1ccc(NC(=O)CSc2nnc(C)c(=O)[nH]2)cc1 | -3 | -7 | -3 | 11 | 2 | -4 | -6 | 19 | 0.8

Three of the entries above in order of the M1 antag value, smallest number first:
smiles	M1 antag
CC(=O)Nc1ccc(NC(=O)CSc2nnc(C)c(=O)[nH]2)cc1	-4
CCOc1ccc(NC(=O)CN(C)C(=O)c2ccc(N3CCCCCC3)c([N+](=O)[O-])c2)cc1OCC	-1
Cc1cc(C)cc(NC(=O)C2(c3ccccc3)CC2(Cl)Cl)c1 (stereo not given)	6

Of the compounds above, these contain bromine.
SMILES | OXTR potentiator | CHRM1 agonist | CHO-K1 Ca antag | TAAR1 antagonist | TAAR1 ag | M1 antag | CHO parental Ca | CHO-K1 Ca PAM | CHO-K1 Ca ag
O=C(CN(CCc1ccccc1)S(=O)(=O)c1ccc(Br)cc1)N/N=C/c1ccccc1C(=O)O | -12 | -3 | 19 | -2 | 4 | 7 | -18 | -15 | -0.1
COc1ccc(Br)cc1C(=O)Nc1cccc(C)c1C | -1 | -3 | -8 | -13 | 4 | -15 | -9 | 21 | 0.6
